KOR beta-arrestin-1: kappa opioid receptor blockers – cell-based, luminescence, uHTS (AID 1778) | KOR beta-arrestin recruitment, luminescence, antagonist mode; higher % means a stronger effect | inhibition, % at 10 µM, or IC50 in µM where a hit was titrated | hit rate 0.091% among 290,000; also: strong numbers were not always called active
SIAH1 antagonists: blockers of Siah-1 interaction with plectin peptide – biochemical, fluorescence polarization, rhodamine-plectin, uHTS, primary screen (AID 1817). hit rate 0.02% among 290,000. Siah-1 / rhodamine-plectin peptide fluorescence polarization; higher % means a stronger effect. one-dose displacement, % at 20 µM; IC50 in µM for titrated hits;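 active = displacement of at least 50% at 20 µM, with a fluorescence ratio check between 0.3 and a set limit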;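 also: plate controls were Siah plus tracer with DMSO for no effect and tracer alone without Siah for full effect; strong numbers were not always called active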
Myeloid diff 2: compounds promoting myeloid differentiation; ER-HoxA9 myeloid progenitors, lysozyme-GFP differentiation, flow cytometry; calls only at 10 µM; hit rate 1% among 360,000;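 active = normalized GFP-positive differentiation at or above the plate's own cutoff, the solvent-only control mean plus 3 SD; inconclusive = no clear call, values can overlap the other calls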;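 also: cells exposed to compound for four days before flow analysis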
HEK293 NOD2/NF-kB: NOD2 signaling inhibitors, cell-based, luminescence, uHTS, HEK293 (AID 1566) | HEK293 NOD2/NF-kB luciferase reporter, luminescence; higher % means a stronger effect | inhibition, % at 4 µM, or EC50 in µM where a hit was titrated | hit rate 0.63% among 290,000; also: many of its hits are not listed in these tables
HIV peptide binding: cell-free HIV fusion peptide-binding blockers – biochemical, uHTS, fluorescence dequenching, primary screen (AID 1986); one-dose inhibition, % at 20 µM; IC50 in µM for titrated hits; hit rate 0.3% among 290,000; cell-free peptide binding, fluorescence dequenching, 30 min; higher % means a stronger effect; in the data active = inhibition mostly above about 52%, no sharp cut-off; inactive = mostly below about 76%; also: some results filed as inactive read as strong as hits
NOD1 NF-kB reporter: inhibition of NOD1-driven NF-kB reporter – cell-based, luminescence, uHTS, primary screen (AID 1578) | NOD1-driven NF-kB luciferase reporter cells, luminescence; higher % means a stronger effect | inhibition, % at 4 µM; hits with a dose series show EC50 in µM | hit rate 1% among 290,000; in the data active = inhibition mostly above about 36%, no sharp cut-off; inactive = mostly below about 34%;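 also: HEK-293T reporter cells stimulated with the NOD1 agonist gamma-tri-DAP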
KOR beta-arrestin-2: kappa opioid receptor activators – cell-based, luminescence, uHTS, primary screen (AID 1777); KOR beta-arrestin recruitment, luminescence; higher % means a stronger effect; activation, % at 10 µM; hits with a dose series show EC50 in µM; hit rate 0.02% among 280,000; in the data active = activation above about 50%, passing the limit was not always enough; also: a part of the inactive calls stands beside numbers as strong as those of hits
Salmonella PhoP GFP: PhoP-dependent GFP reporter repression – Salmonella Typhimurium, primary screen (AID 1863); S. Typhimurium PhoP-regulated promoter GFP reporter, 4 h; higher % means a stronger effect; one-dose inhibition, % at 50 µM; IC50 in µM for titrated hits; hit rate 0.16% among 300,000;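 active = inhibition over 29.93%, a cutoff 3 SD above the screen mean, later confirmed by dose response; inconclusive = inhibition over 29.93% but no dose response follow-up; inactive = inhibition at most 29.93% or unconfirmed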;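 also: 0% = low Mg2+ inducing control and 100% = high Mg2+ repressing control; strong numbers were not always called active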
LYP inhibition: PTPN22 lymphoid phosphatase activity blockers – biochemical, fluorescence intensity, uHTS (AID 1779). recombinant LYP phosphatase, fluorescence intensity; higher % means a stronger effect. inhibition, % at 11.5 µM, or IC50 in µM where a hit was titrated. hit rate 0.054% among 290,000;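 also: plate controls were vehicle with enzyme for no effect and no enzyme for full effect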
Myeloid diff 2 GFP+ MAC1+ %: second read-out of Myeloid diff 2, no call of its own (marks repeat the call); GFP+ MAC1+ double positive, %; measured here: differentiation confirmed by MAC1 staining
Active calls of the source: *; i = inactive; u = inconclusive; x = no result given; & = joins results of further samples; [ ] = another dose, or the depositor's remark. Rule as the data show it, unless noted: active = inhibition above about 50%; inactive = the rest. This is a subset; the hit share may differ from the screen's.

SMILES	KOR beta-arrestin-1	SIAH1 antagonists	Myeloid diff 2	Myeloid diff 2 GFP+ MAC1+ %	HEK293 NOD2/NF-kB	HIV peptide binding	NOD1 NF-kB reporter	KOR beta-arrestin-2	Salmonella PhoP GFP	LYP inhibition
Nc1cc(Cl)nc(N/N=C/c2ccccc2[N+](=O)[O-])n1	11%	3%	i	0.6	-69%	0.2%	-20%	12%	8%	-8%
COc1cc(/C=C2/C(=N)N3C(c4ccccc4)=CSC3=NC2=O)ccc1OCC(=O)O	-48%	3%	i	0.3	4%	46%	-15%	8.7%	6%	2%
Cc1ccc(S(=O)(=O)NCC2CCC(C(=O)NCc3ccco3)CC2)cc1 (stereo not drawn)	-9%	12%	i	0.8	10%	11%	-24%	-1.4%	-8%	-3%
COc1cc2nc(N3CCN(C(=O)c4ccco4)CC3)nc(N)c2cc1OC	13%&3%	1%&4%	i	2.9	-2%&-8%	-1.4%&-1.5%	-33%&-6%	-0.4%&-4.5%	4%&-9%&-5%&-6%	0%&-3%
Cc1nn2c(-c3ccco3)nnc2c2ccccc12	33%	9%	i	1.1	-10%	-0.3%	-10%	-2.5%	-7%	-1%
COc1ccc(CNC(=O)CCCn2c(=S)[nH]c3cc4c(cc3c2=O)OCO4)cc1	31%	2%	i	1.3	15%	1.1%	-15%	-4.5%	-8%	-12%
COc1ccc(-c2cc(C(=O)Nc3ccc(O)cc3)c3ccccc3n2)cc1OC	12%	-2%	i	1.1	-19%	-1.4%	3%	5.3%	-7%	-5%
Cn1nc(Oc2nc(N3CCOCC3)nc(N3CCOCC3)n2)ccc1=O	-14%	3%	i	3.3	6%	0.7%	-1%	-3.2%	-2%	-3%
Cc1ccc(/C=N/N2CCN(c3ccccn3)CC2)cc1	-20%	2%	i	0.1	-36%	0.5%	-47%	-2.9%	-6%	-1%
CCCCN(C)Cc1c(C)[nH]c2c(Cl)cccc2c1=O	17%	6%	i	1.9	4%	1.3%	-15%	-0.2%	17%	-4%
COCCCN1C(=O)C(=O)/C(=C(/O)c2ccc(C)cc2)C1/C=C/c1ccccc1 (stereo not drawn)	-7%	4%	i	0.1	5%	-1.4%	-27%	1.6%	-4%	1%
CCOc1ccc(N=C2NC(=O)C(CC(=O)O)S2)cc1 (stereo not drawn)	19%	4%	i	1.0	4%	1.8%	-4%	-0.1%	1%	-1%
CCOc1ccccc1NC(=O)/C=C/c1ccccc1[N+](=O)[O-]	14%	11%	i	0.6	5%	1.8%	-14%	1.3%	-8%	-7%
COc1cc(OC)c(C2N(c3ccc(Cl)c(Cl)c3)C(=O)C3CCCN32)cc1OC (stereo not drawn)	3%	-2%	i	0.5	17%	0.3%	-17%	1.2%	26%	0%
CCOCCCN(C(=O)c1ccco1)C(C(=O)NC1CCCC1)c1ccc(OC)cc1 (stereo not drawn)	-25%	0%	x	x	16%	-0.9%	-16%	8.6%	x	-13%
Cc1ccc(C(C)C)c(OCc2nn(CC(=O)c3ccc(Cl)cc3)c3[n+]2CCCCC3)c1	-37%	-5%	i	0.6	-20%	-1.3%	-42%	19%	u	-8%
Oc1ccc2ccccc2c1C=Nc1ccc(Cl)cn1	-13%	-2%	i	0.2	11%	0.5%	-11%	0.5%	3%	4%
C/C=C/C(=O)Nc1cccc(C2=NOC3(C2)C[C@@H](C(N)=O)N(C(=O)/C(C)=C/C)C3)c1 (stereo partly drawn)	6%	0%	i	1.8	0%	-1.2%	8%	x	-4%	-10%
CC(NC(=O)CSc1ncn[nH]1)c1ccc(Cl)cc1Cl (stereo not drawn)	20%	4%	i	0.5	-19%	-1.3%	-18%	-3.9%	x	-3%
O=C(Nc1cccc(NC(=O)c2cccs2)c1)c1ccc(Br)o1	-42%	-2%	i	0.2	-1%	0.2%	-17%	8.5%	1%	-6%
Cc1ccc2cc(/C=N/NC(=O)CN3CCCCC3)c(Cl)nc2c1	-16%	0%	i	1.0	-23%	-2.8%	-5%	-4.6%	-8%	-5%
CN(C)C(=S)NC(=O)C12CC3CC(C)(CC(C)(C3)C1)C2	11%	17%	i	1.0	25%	1.1%	9%	0.3%	-12%	-3%
CCCCCc1ccc(-c2ccc(C(=O)O)cc2)nc1	7%	4%	i	0.5	-93%	9.4%	-27%	1.6%	-8%	-3%
Cc1ccccc1N1CN(Cc2ccco2)CNC1=S	-8%	-2%	i	0.5	7%	-1.1%	-14%	-4.1%	13%	-11%
COc1cc2c(cc1OC)CN(c1ccc3ccccc3n1)CC2	-19%	5%	i	1.9	-40%	-1.1%	-10%	2.4%	-9%	3%
CN1C(=O)N(C)C2(c3ccccc3)NNC(N)=NC12c1ccccc1 (stereo not drawn)	6%	1%	i	1.0	-1%	-0.4%	3%	1.4%	-17%	-5%
COc1ccccc1NC(=O)N1CCN(c2ccccc2F)CC1	21%	2%	i	3.5	6%	1.6%	-35%	-5.5%	25%	-1%
COc1ccc(-n2nc(C(=O)N3CCCCC3)c(C)c(C#N)c2=O)cc1	9%	5%	i	0.7	20%	-3.2%	-14%	-2.1%	-1%	-3%
O=C(CCCN1C(=O)/C(=C/c2cccs2)SC1=S)NNC(=O)c1cccnc1	9%	9%	i	0.1	18%	0.7%	1%	x	x	0%
O=C(NCCc1ccccc1)c1ccc(CS(=O)(=O)Cc2ccc(F)cc2)o1	7%	3%	i	6.9	9%	-1.1%	-19%	-3.0%	5%	-8%
COc1cc(C)c(CNc2cccc(C)c2)cc1C	18%	4%	x	x	3%	-5.2%	18%	4.6%	5%	-6%
COc1cc(/C=C2\SC(=Nc3c(C)n(C)n(-c4ccccc4)c3=O)NC2=O)ccc1O	-23%	3%	i	0.7	19%	8.5%	-25%	-1.0%	-31%	0%
CSc1cccc(CN2CCN(Cc3ccccc3)C(CCO)C2)c1 (stereo not drawn)	-9%	-1%	i	0.0	-1%	-0.9%	-26%	0.4%	-8%	-5%
CC(C(=O)NCC1CCCO1)n1cccc1C(=O)c1ccccc1 (stereo not drawn)	-15%	-2%	i	0.8	-7%	-0.4%	-36%	3.4%	-8%	7%
C=CCNC(=O)c1c(Cl)cccc1Cl	7%	4%	i	1.1	12%	0.9%	-1%	-1.5%	-6%	-10%
O=C1NC(c2ccccc2)=NC1(NS(=O)(=O)c1ccc(Cl)cc1)C(F)(F)F (stereo not drawn)	10%	0%	i	0.0	11%	5.0%	-14%	-4.2%	-6%	-4%
COc1ccccc1N1CCN(C(=O)C(C)NC(=O)c2cccc([N+](=O)[O-])c2)CC1 (stereo not drawn)	-43%	-6%	i	1.0	-12%	0.3%	-34%	-0.5%	1%	-5%
COc1cc2c(cc1OC)CN(C(=O)C1CCCN1S(=O)(=O)c1ccc(C)cc1)CC2 (stereo not drawn)	6%[20 µM]	-7%	i	1.8	14%	-1.2%	-11%	-7.2%	x	-8%
CN(/N=C/c1ccc(O)cc1O)c1ncc(C(F)(F)F)cc1Cl	-13%	0%	i	1.0	18%	1.1%	-10%	1.4%	-1%	-2%
O=C(Nc1cccc(-c2nnc(-c3ccccc3)o2)c1)c1ccc(Br)o1	12%	-6%	i	2.1	16%	-0.3%	6%	9.7%	9%	-4%
COC(=O)CSc1ncc(C#N)c(N)n1	0%	1%	i	1.2	-8%	-2.5%	-3%	-7.9%	6%	-4%
C/C(=N/NS(=O)(=O)c1cc(C)ccc1C)c1ccc2c(c1)OCO2	-12%	2%	x	x	7%	0.9%	-4%	6.0%	-3%	-9%
Cc1cc(Cl)c(S(=O)(=O)NC(C)C)cc1OCC(N)=O	-7%	2%	i	0.6	-1%	4.3%	-21%	6.1%	-11%	-6%
CCOC(=O)c1sc(NCC2CCCO2)nc1C (stereo not drawn)	10%	5%	i	1.2	13%	1.2%	-14%	1.1%	-18%	-7%
COc1ccc(CCNC(=O)C2CCCN(S(=O)(=O)c3ccccc3)C2)cc1 (stereo not drawn)	18%	6%	i	1.8	7%	0.4%	-14%	-5.5%	0%	-2%
CNc1oc(-c2cccc3ccccc23)nc1C#N	2%	1%	i	4.0	9%	0.1%	-29%	-6.3%	-2%	-15%
CCc1cccc(CC)c1NC(=O)CNCc1cccs1	-7%	7%	i	0.4	-22%	-0.1%	-33%	-1.2%	x	-2%
CN1CCN(C=NC2=NN(c3cccc(C(F)(F)F)c3)CC2)CC1	2%	-4%	i	0.4	5%	0.1%	-23%	0.1%	6%	7%
O=C(/C=C/c1ccccc1)N(Cc1cccs1)C1CCS(=O)(=O)C1 (stereo not drawn)	-70%	-10%	i	0.4	-28%	-0.5%	20%	5.3%	-11%	-7%
CC1(C)Oc2ccc(C(=O)NC3CCCC3)cc2N(CC(=O)NC2CCCCC2)C1=O	14%	2%	i	2.2	-3%	0.3%	-13%	1.3%	-2%	1%

3 compounds drawn at random from those above, as already listed:
SMILES	KOR beta-arrestin-1	SIAH1 antagonists	Myeloid diff 2	Myeloid diff 2 GFP+ MAC1+ %	HEK293 NOD2/NF-kB	HIV peptide binding	NOD1 NF-kB reporter	KOR beta-arrestin-2	Salmonella PhoP GFP	LYP inhibition
COCCCN1C(=O)C(=O)/C(=C(/O)c2ccc(C)cc2)C1/C=C/c1ccccc1 (stereo not drawn)	-7%	4%	i	0.1	5%	-1.4%	-27%	1.6%	-4%	1%
COc1ccc(-c2cc(C(=O)Nc3ccc(O)cc3)c3ccccc3n2)cc1OC	12%	-2%	i	1.1	-19%	-1.4%	3%	5.3%	-7%	-5%
CCOc1ccc(N=C2NC(=O)C(CC(=O)O)S2)cc1 (stereo not drawn)	19%	4%	i	1.0	4%	1.8%	-4%	-0.1%	1%	-1%

Going on with the list:
SMILES	KOR beta-arrestin-1	SIAH1 antagonists	Myeloid diff 2	Myeloid diff 2 GFP+ MAC1+ %	HEK293 NOD2/NF-kB	HIV peptide binding	NOD1 NF-kB reporter	KOR beta-arrestin-2	Salmonella PhoP GFP	LYP inhibition
Cn1cnc(S(=O)(=O)N2CCN(c3cccc(C(F)(F)F)c3)CC2)c1	-42%	-4%	i	0.9	7%	0.5%	16%	1.6%	5%	-15%
CC(NS(=O)(=O)c1ccc(OCC(=O)NCc2cccnc2)cc1)c1ccccc1 (stereo not drawn)	-5%	5%	i	2.9	-2%	-1.0%	-21%	-3.9%	0%	-10%
Cn1cnnc1Sc1ccc(C(=O)OCC(=O)Nc2cc(Cl)cc(Cl)c2)cc1[N+](=O)[O-]	9%	2%	i	0.5	9%	-0.9%	24%	0.5%	1%	0%
O=S(=O)(NCCN1CCCC1)c1ccc(Br)cc1	9%	-3%	i	0.3	13%	0.1%	-17%	-5.5%	3%	-9%
O=c1cc(CN2CCc3ccccc32)nc2sccn12	-19%	1%	i	0.7	9%	18%	-9%	-5.4%	-3%	3%
CN(CCC1CCCCO1)C(=O)CCc1nnc(Cc2c[nH]c3ccccc23)o1 (stereo not drawn)	2%	10%	i	0.8	8%	0.8%	-25%	-7.6%	3%	-7%
O=S(=O)(c1ccccc1)c1nc(-c2ccccc2)oc1NCc1cccnc1	8%	0%	i	1.6	4%	-1.2%	17%	-1.6%	14%	-5%
O=C(NCc1ccccc1)c1ccc2c(c1)OCCO2	-13%	-2%	i	1.1	-32%	11%	-15%	-4.5%	8%	-4%

Screening data (PubChem BioAssay)
